Assay outcomes: PubChem, several laboratories
Efflux pump mplx: blocks antifungal efflux pumps in multiplex yeast assay. S. cerevisiae Candida pump triplex, Nile Red efflux. inhibition, % at 10 µM. 330,000 compounds, 0.44% hits. AID 485275;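 active = plate passing quality check with inhibition over a set limit, or well fluorescence over plate mean plus 4 SD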;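 note: Nile Red retained in pooled yeast measured as flow cytometry median fluorescence; 0% = buffer negative control and 100% = Enniatin B positive control; higher means more Nile Red kept so more efflux inhibition; some compounds called inactive have numbers as strong as hits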
CTSL1 counter: blocks F. hepatica cathepsin L1 in PFM18AAP counter-screen. recombinant F. hepatica cathepsin L1, Z-Leu-Arg-MCA fluorescence. inhibition, % at 5.96 µM. 300,000 compounds, 0.49% hits;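 active = inhibition above the mean of all tested compounds plus 3 SD, set per screening campaign, cut at about 17% in these data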;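 note: 0% = plate median of test compound wells and 100% = 1 µM Z-Phe-Ala-diazomethylketone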
PP5 inh: blocks human protein phosphatase 5 activity; P53041; inhibition, % at 6.7 µM; 320,000 compounds, 0.18% hits; AID 1987; purified PP5c, OMFP substrate fluorescence;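 active = inhibition above the campaign's mean inhibition across all tested compounds plus 3 SD, cut at about 9.5% in these data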;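 note: 0% = DMSO only and 100% = 100 µM cantharidin control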
Target sequence (P53041 whole entry, looked up): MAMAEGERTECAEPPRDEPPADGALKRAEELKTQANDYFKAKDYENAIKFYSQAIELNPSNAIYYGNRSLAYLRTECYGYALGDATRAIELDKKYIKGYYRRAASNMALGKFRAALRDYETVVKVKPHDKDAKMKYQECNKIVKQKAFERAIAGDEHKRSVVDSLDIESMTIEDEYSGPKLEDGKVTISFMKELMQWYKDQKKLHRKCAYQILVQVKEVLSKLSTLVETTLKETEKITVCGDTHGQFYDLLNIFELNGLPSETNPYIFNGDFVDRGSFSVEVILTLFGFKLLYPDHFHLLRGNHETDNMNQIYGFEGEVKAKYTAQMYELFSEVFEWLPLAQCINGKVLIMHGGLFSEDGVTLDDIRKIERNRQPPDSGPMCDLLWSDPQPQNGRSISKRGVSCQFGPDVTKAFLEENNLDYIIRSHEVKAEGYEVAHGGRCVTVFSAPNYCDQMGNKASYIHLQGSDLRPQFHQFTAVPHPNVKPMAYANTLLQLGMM
LYPLA2 counter: LYPLA2 (human) inhibition in PME1 counter-screen; O95372; recombinant LYPLA2, FP-Rh probe fluorescence polarization; inhibition, % at 5.9 µM; 320,000 compounds, 0.38% hits;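 active = inhibition above the screen-wide mean plus 3 SD, limit set per campaign, cut at about 26% in these data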;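 note: 0% = LYPLA2 with DMSO and 100% = wells lacking LYPLA2 enzyme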
PREPL inhibitor: human PREPL enzyme inhibition. Q4J6C6. recombinant PREPL, fluorescence polarization activity-based probe. inhibition, % at 5.96 µM. 320,000 compounds, 0.68% hits. AID 2751; in the data active = inhibition above about 43%;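 note: 0% = enzyme with DMSO and 100% = wells lacking enzyme; many of its hits are not listed in these tables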
GASC-1 inh: inhibitors of human GASC-1 (JMJD2C) demethylase; Q9H3R0; AID 2099; 330,000 compounds, 0.069% hits; inhibition, % at 2.35 µM; GST-JMJD2C(1-420) H3K9me3 demethylation, DELFIA europium;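 active = more than half of a compound's replicate wells show inhibition beyond 50%, single wells judged on their own value; inconclusive = some, but no more than half, of replicates pass 50% inhibition; inactive = no replicate passes 50% inhibition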;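 note: signal counts dimethyl H3K9 product captured on neutravidin plate; 0% = median of DMSO wells and 100% = 0.3 times that DMSO median; strong numbers were not always called active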
Target sequence (Q9H3R0 1-420 limits assumed): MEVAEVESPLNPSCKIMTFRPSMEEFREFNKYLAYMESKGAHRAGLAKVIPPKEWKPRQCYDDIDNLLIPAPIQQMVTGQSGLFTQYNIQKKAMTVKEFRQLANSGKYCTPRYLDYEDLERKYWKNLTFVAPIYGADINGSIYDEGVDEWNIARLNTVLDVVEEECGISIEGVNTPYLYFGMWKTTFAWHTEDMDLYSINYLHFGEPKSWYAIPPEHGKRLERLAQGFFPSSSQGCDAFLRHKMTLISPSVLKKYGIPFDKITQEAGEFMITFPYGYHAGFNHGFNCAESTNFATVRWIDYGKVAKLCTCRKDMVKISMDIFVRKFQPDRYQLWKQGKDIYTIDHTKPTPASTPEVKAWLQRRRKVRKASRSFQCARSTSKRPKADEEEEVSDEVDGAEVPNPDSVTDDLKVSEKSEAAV
TPT1 inh: inhibitors of Candida albicans tRNA 2'-phosphotransferase TPT1 | recombinant caTPT1, FP RNA substrate dephosphorylation | inhibition, % at 5 µM | 300,000 compounds, 0.81% hits;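 active = inhibition above the mean of all tested compounds plus 3 SD, set per screening campaign, cut at about 24% in these data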;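 note: plate controls were DMSO alone for no effect and ferristatin control at 100 nM for full effect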
PP1 inh: PP1-alpha (human) inhibition in PP5 counter-screen | inhibition, % at 6.7 µM | purified PP1alpha, OMFP fluorescence | P62136 | 320,000 compounds, 0.9% hits;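 active = inhibition above the mean inhibition of all tested compounds plus 3 SD, computed separately for each screening campaign, cut at about 15% in these data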
HCV core dimer: blocks dimerization of HCV core protein; 300,000 compounds, 0.33% hits; AID 1899; TR-FRET GST/Flag-core106 dimerization, 1536-well; inhibition, % at 5 µM;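 active = inhibition above the mean of all tested compounds plus 3 SD, set per screening campaign, cut at about 45% in these data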
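Assay system: Tagged HCV core106 pair (GST and Flag) | Buffer or medium: KF-containing HEPES buffer, pH 7.45, DTT, CHAPS, BSA | Also added: Eu donor and XL665 acceptor anti-tag antibodies | Dosing: One concentration, 5 µM, in 0.5% DMSO | Timing: 4 h at 22.5 °C | Technique: TR-FRET 671 and 617 nm emission | Repeats: Singlicate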
Starred values were filed as active, the others as inactive; ? = inconclusive; . = no result given. The list is partial. The share of hits here may be higher or lower than overall.

Start of the data: the first 2 entries as a preview:
SMILES	Efflux pump mplx	CTSL1 counter	PP5 inh	LYPLA2 counter	PREPL inhibitor	GASC-1 inh	TPT1 inh	PP1 inh	HCV core dimer
O=C(CNC(=O)c1ccccc1Br)N/N=C/c1cc(Br)ccc1O	-0.2	0.8	1.8	3.5	14.7	0.6	-2.0	3.6	-13.1
Cc1ccc(NC(=O)C2CC(=O)N(c3ccc4c5c(cccc35)CC4)C2)cc1 (stereo not given)	0.0	1.7	3.5	-1.4	2.5	-1.2	-3.0	11.0	13.5

Results, previewed entries included:
SMILES	Efflux pump mplx	CTSL1 counter	PP5 inh	LYPLA2 counter	PREPL inhibitor	GASC-1 inh	TPT1 inh	PP1 inh	HCV core dimer
O=C(CNC(=O)c1ccccc1Br)N/N=C/c1cc(Br)ccc1O	-0.2	0.8	1.8	3.5	14.7	0.6	-2.0	3.6	-13.1
Cc1ccc(NC(=O)C2CC(=O)N(c3ccc4c5c(cccc35)CC4)C2)cc1 (stereo not given)	0.0	1.7	3.5	-1.4	2.5	-1.2	-3.0	11.0	13.5
CCN(Cc1ccncc1)C(=O)c1cccc(S(=O)(=O)N2CCOCC2)c1	0.1	-1.9	0.6	13.5	15.9	0.2	1.4	-1.2	-3.8
COc1cc(C2SCC(=O)N2Cc2ccccc2)cc(OC)c1OC (stereo not given)	-0.1	4.6	2.1	1.5	5.0	0.0	0.5	-1.7	0.9
CC1CC(=O)N(C)c2cc([N+](=O)[O-])ccc2N1 (stereo not given)	-0.2	5.0	2.8	7.2	17.6	-6.1	-3.5	0.2	-0.6
COCCCNC(=O)C(=O)Nc1ccc2c(c1)N(S(=O)(=O)c1cccs1)CCC2	0.0	-0.9	2.7	-2.5	-8.4	-12.6	2.1	-2.5	2.3
N#CC1(C#N)CC(C=O)=C(N)C1(C#N)CC(=O)c1ccc(F)cc1 (stereo not given)	-0.2	1.0	0.6	-8.3	8.4	11.3	56.9*	-0.5	-5.8
CCS(=O)(=O)Nc1cccc(-c2ccc3nnc(-c4cccnc4)n3n2)c1	0.1	4.3	1.7	10.7	4.1	-6.4	-2.3	0.6	-2.5
CCC(=O)Nc1ccc(C2C(=O)c3ccccc3C2=O)cc1	0.4	-1.0	-2.2	-3.6	14.0	-15.8	0.8	0.0	-49.2
CCOc1cc(-c2sc(Nc3ccccc3)n[n+]2C)ccc1OC	-0.1	-0.3	2.0	2.1	6.2	-5.7	-2.7	-1.7	-11.0
Cc1ccsc1/C=N/NC(=O)C(=O)NCC(C)C	0.0	5.1	0.2	0.1	8.2	-10.9	0.3	-1.6	-4.0
CSc1ccccc1NC(=O)COc1ccc(Cl)cc1Cl	-0.1	1.8	1.0	-4.1	16.4	-1.3	-4.9	1.2	-6.6
Cc1ccc(C)c(OCCCCN2CCCCC2)c1	-0.2	1.2	0.6	-9.1	-6.0	-49.1	0.8	-0.9	-3.5
Cc1c(NC(=O)CC(O)(C(F)(F)F)C(F)(F)F)c(=O)n(-c2ccccc2)n1C	0.0	-1.6	0.9	2.2	5.3	-16.0	-0.2	-2.7	-9.2
CCOc1ccc(C(=O)CC(C(=O)O)N2CCN(Cc3ccccc3)CC2)cc1 (stereo not given)	0.1	.	3.0	3.1	-0.8	-6.7	.	-2.8	.
COc1ccc(C(=O)C2CCCN(Cc3cccn3-c3cccnc3)C2)cc1OC (stereo not given)	0.0	0.8	1.1	9.6	15.7	3.3	-2.6	-0.6	3.9
CCn1c(C)c(C(=O)O)c2cc(OC)c3ccccc3c21	0.4	0.5	-0.2	2.1	13.7	-27.0	1.1	-5.4	-21.7
CCN(CC)S(=O)(=O)c1ccc(C(=O)C(C#N)c2ccccn2)cc1 (stereo not given)	0.0	-6.3	2.2	-2.5	12.7	1.4	5.0	-1.8	4.3
COc1ccc(C(=O)c2coc3ccc(O)c(CN(C)C)c23)cc1	-0.2	3.2	4.9	3.9	29.8	-6.1	-0.3	-5.0	-0.4
Cn1c(CNC(=O)CNC(=O)c2ccc(C(C)(C)C)cc2)cc(=O)n(C)c1=O	-0.2	4.1	-2.0	-10.4	15.0	?	-3.8	-5.9	1.8
Cc1ccsc1/C=N/NC(=O)c1nnn(-c2nonc2N)c1C(C)C	0.0	3.0	1.9	-4.6	0.8	2.7	-0.5	2.2	5.2
Cc1ccc(C2c3c(oc4ccccc4c3=O)C(=O)N2c2nnc(C(C)C)s2)o1 (stereo not given)	0.0	3.1	0.0	-3.7	-1.2	6.7	-1.4	-3.7	18.4
O=C(/C=C/c1ccccc1[N+](=O)[O-])NC1CCCC1	0.1	-9.3	4.9	-6.1	6.9	-3.5	-2.7	-5.9	-11.4
CC(=O)Nc1ccc(Sc2ncccc2C(=O)Nc2ccc(OC(F)(F)F)cc2)cn1	-0.1	-2.0	2.1	-0.6	-1.3	5.5	-0.4	-0.9	-2.8
CCC(NC(=O)CCc1c(C)c2cc3c(-c4ccccc4)coc3cc2oc1=O)C(=O)O (stereo not given)	0.4	0.2	-1.4	-2.0	6.2	-14.4	2.3	-1.6	8.2
CCOc1ccc(Br)cc1S(=O)(=O)Nc1ccc(C(=O)Nc2ccccc2OC)cc1	0.1	-2.9	4.7	-11.2	-4.0	-6.4	-1.0	2.5	25.9
CN(CC(=O)Nc1cccc(S(=O)(=O)N2CCCC2)c1)CC(=O)Nc1ccc(Cl)c(C(F)(F)F)c1	0.0	8.9	5.4	-26.2	20.7	2.5	-2.6	1.1	-1.7
Cn1c(N2CCN(C(c3ccccc3)c3ccccc3)CC2)nc2ccccc21	0.5*	-2.5	2.5	-6.9	10.6	-7.7	3.5	1.6	15.7
COc1ccc(N(CC(=O)Nc2cc(C)ccc2OC)S(=O)(=O)c2c(C)noc2C)cc1	-0.1	1.4	3.1	11.1	14.9	-12.7	-0.4	8.6	3.5
COc1ccc(CN2CCC(Oc3ccc(C(=O)N4CCCCC4)cc3)CC2)cc1C	0.1	1.9	1.8	2.9	12.7	-7.0	-0.9	-0.6	-2.4
CSCCC(NS(=O)(=O)c1ccc(Cl)cc1)C(=O)OCC(=O)N1CCCc2ccccc21 (stereo not given)	0.0	-14.4	1.5	-3.5	13.7	3.2	1.4	0.4	6.0
COn1c(SCc2ccccc2)nc2ccccc2c1=O	0.1	-0.4	3.0	4.0	15.6	4.5	1.8	1.0	-2.4
Cc1ccc(Cn2cccc2/C=C2/C(=N)N3C=CSC3=NC2=O)cc1	-0.3	1.5	-2.3	4.0	-0.2	-4.6	-5.1	5.0	2.5
O=C(COC(=O)COc1ccc(Br)cc1)NCCC1=CCCCC1	0.6	-11.3	1.9	8.8	3.7	8.0	3.5	1.5	-2.5
CCOC(=O)c1nnn(CC(=O)NC(=O)Nc2ccccc2)c1C(=O)OCC	0.1	3.5	0.7	1.7	6.0	6.4	-2.5	-0.9	3.2
CC(NC(=O)C(C)(C)C)C(c1cccs1)N1CCN(Cc2ccccc2)CC1 (stereo not given)	0.1	-1.1	-1.8	1.4	12.9	2.5	-6.4	-4.1	4.1
CCC(C)NC(=O)CCS(=O)(=O)c1ccc2c(c1)n(C)c(=O)c(=O)n2C (stereo not given)	-0.1	1.6	-2.1	0.2	22.5	-12.1	-5.7	-4.9	2.3
COC(=O)c1ccc(Cn2cnc3c(cnn3-c3ccc(C)c(C)c3)c2=O)o1	0.1	-0.1	2.5	1.2	-2.6	-1.9	-2.6	-1.0	6.0
COc1ccc(CN(C(=O)Cc2c[nH]c3ccccc23)C(C(=O)NC2CCCCC2)c2ccc(C)o2)cc1 (stereo not given)	0.0	3.3	7.5	-4.2	-6.0	2.9	-2.0	16.9*	10.4
N/C(=N\OC(=O)c1ccc(Cl)c(Cl)c1)c1ccccn1	-0.7	1.1	-1.8	3.7	2.5	-4.1	-1.5	-4.6	3.5
CCn1c(CNc2nc3ccccc3n2C(C)C)nc2ccccc21	0.0	0.2	4.2	3.9	-4.0	-10.9	0.2	-2.2	2.1
COc1ccc(CNC(=O)CN2C(=O)NC3(CCCCCC3)C2=O)cc1OC	0.4	-2.9	1.1	-7.1	1.6	-2.1	0.8	-1.0	-0.2
Cc1cccc(NC(=O)CCN2CCOCC2)c1	0.1	-2.3	-0.7	4.0	-1.6	1.7	-4.9	-1.6	-3.0
CCn1nnnc1NCc1cccn1C	0.0	2.6	1.6	1.7	2.8	9.0	3.4	11.2	4.5
N#Cc1ccc(NC(=O)COC(=O)CSc2nnc(-c3ccc(Cl)cc3)o2)cc1	0.2	-4.3	3.9	0.1	-4.9	-12.0	0.1	0.5	6.7
C/C(=N\NC(=O)c1ccccc1O)c1ccc(Br)s1	-0.4	3.8	0.3	1.8	0.2	38.1	-2.0	-2.2	-0.1
Cc1ccc(C(=O)COC(=O)CNS(=O)(=O)c2ccc(C)cc2)cc1	-0.1	-59.7	-0.6	0.9	-7.7	3.9	2.6	-1.6	-5.1
CN(C)c1ccc(/C=N/NC(=O)c2cnc3ccccc3c2)cc1	-0.1	0.4	-0.1	3.3	17.1	3.9	-9.3	-3.9	-25.0
C[C@@H]1CCC(=O)N(CC[C@H](Sc2ccc(Br)cc2)c2ccccc2)CC1	0.1	.	4.8	-1.7	14.3	6.8	.	3.8	.
O=C(O)c1cccc(Nc2ncnc3c2cnn3-c2ccccc2)c1	-0.1	-2.2	0.6	-2.1	-0.1	5.7	-7.0	-0.2	2.5
O=C(N/N=C/c1cccc(Oc2ccccc2)c1)c1cc[n+]([O-])cc1	0.0	6.8	3.4	0.8	-0.3	-13.6	-2.8	-1.6	-7.5
CC(C)Nc1nc(Cl)nc(NN(C)c2nc(N(C)C)nc(N(C)C)n2)n1	0.1	1.6	1.4	-0.6	3.6	-1.5	1.8	-2.0	-0.3
CCOc1ccc(/C=C/C(=O)c2c(O)c3ccccc3oc2=O)cc1	0.3	1.4	0.3	-3.8	-4.0	-0.9	5.6	-1.3	8.8
CC(C)OC(=O)/C(C#N)=C/c1cn(C)c2ccccc12	-0.1	1.9	3.5	0.6	-2.9	-34.5	3.6	1.5	-1.3
CCCCNC(=O)C1c2ccccc2Oc2ccccc21	0.0	-1.4	-0.3	-1.6	-8.5	-8.8	-1.6	0.0	-3.9
COc1ccc(C2CC(c3ccccc3)=NN2C(=O)COC(=O)c2nc3nc(C)cc(C)n3n2)cc1 (stereo not given)	0.3	2.1	0.4	1.0	-5.1	2.6	2.9	-1.7	16.8
COc1ccc(CNC(=O)c2nc(S(=O)(=O)Cc3ccccc3)ncc2Cl)cc1	0.2	-2.1	2.0	8.1	-2.6	-33.0	0.5	0.1	-4.1
COc1ccnc(-n2cccc2C#N)c1C#N	-0.1	-2.1	-0.8	-1.9	0.6	17.2	-1.5	-0.4	-0.6
CC(Sc1nnc(CNc2cccc3ccccc23)n1-c1ccccc1)C(=O)N/N=C/c1ccco1 (stereo not given)	0.1	-3.4	3.6	0.8	24.5	-10.4	-0.2	-1.7	-6.8
CCN(C1CCCCC1)S(=O)(=O)c1cc2c3c(c1)CCN3C(=O)CC2	-0.2	-1.8	0.4	-0.4	1.7	-14.5	-4.1	-4.0	-0.8
COc1cccc2c1O/C(=N\O)C(C(=O)Nc1ccc(C)cc1)C2 (stereo not given)	0.0	-0.8	-0.2	9.7	9.0	5.2	-1.2	0.2	-5.5
Nc1ccc(S(=O)(=O)NCc2ccccn2)cc1	-0.1	-3.7	0.0	-1.9	3.0	-3.6	-2.2	-2.7	-3.5
